From PubChem
PAFAH1B2 inh – PAFAH1B2 enzyme inhibitors, primary screen, biochemical, fluorescence polarization, human; Platelet-activating factor acetylhydrolase IB subunit alpha2 (Homo sapiens), P68402; recombinant PAFAH1B2, FP-rhodamine activity probe; inhibition, % at 3.39 µM; hit rate 1.2% among 340,000; AID 492953, 2010;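 active means inhibition above the mean of all tested compounds plus 3 SD, cut at about 24% in these data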;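 further: 0% = enzyme with DMSO and 100% = wells lacking PAFAH1B2; many of its hits are not listed in these tables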
pPAFAH inh – pPAFAH enzyme inhibitors, primary screen, biochemical, fluorescence polarization, human; recombinant pPAFAH, FP-rhodamine probe fluorescence polarization; inhibition, % at 3.39 µM; hit rate 1.5% among 330,000; AID 463082, 2010;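 active means inhibition above the mean inhibition across the screen plus 3 SD, cut at about 25% in these data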;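 further: inhibitors block binding of the rhodamine activity-based probe so polarization drops; 0% = enzyme with DMSO and 100% = wells lacking pPAFAH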
PREPL inh – PREPL enzyme inhibitors, primary screen, biochemical, fluorescence polarization; Prolyl endopeptidase-like (Homo sapiens), Q4J6C6; recombinant PREPL, fluorescence polarization activity-based probe; AID 2751, 2010; inhibition, % at 5.96 µM; hit rate 0.68% among 320,000; in the data active means inhibition above about 43%;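 further: 0% = enzyme with DMSO and 100% = wells lacking enzyme; many of its hits are not listed in these tables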
GSTO1 counter – inhibitors of recombinant GSTO1, primary screen, counter-screen for RBBP9 inhibitor project, biochemical, fluorescence polarization; Glutathione S-transferase omega-1 (Homo sapiens), P78417; activity-based probe fluorescence polarization; inhibition, % at 5.96 µM; hit rate 1.1% among 300,000; AID 1974, 2009;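 active means inhibition above the campaign mean inhibition plus 3 SD, cut at about 35% in these data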;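 further: 0% = GSTO1-1 with DMSO and 100% = wells lacking GSTO1-1 enzyme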
Target sequence (P78417 whole entry, looked up): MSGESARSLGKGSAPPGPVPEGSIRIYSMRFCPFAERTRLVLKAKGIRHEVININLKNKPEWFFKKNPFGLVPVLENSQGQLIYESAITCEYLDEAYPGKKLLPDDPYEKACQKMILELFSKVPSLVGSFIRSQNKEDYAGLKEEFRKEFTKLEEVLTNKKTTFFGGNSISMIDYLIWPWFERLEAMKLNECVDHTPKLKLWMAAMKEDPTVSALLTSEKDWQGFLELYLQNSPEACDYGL
PAD4 inh – human PAD4 inhibitors, primary screen, biochemical, fluorescence polarization, 1536-well format; Protein-arginine deiminase type-4 (Homo sapiens), Q9UM07; recombinant PAD4, RCA probe fluorescence polarization; inhibition, % at 6.36 µM; hit rate 0.41% among 330,000;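 active means percent inhibition above a cutoff equal to the mean of all tested compounds plus 3 SD, cut at about 15% in these data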;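 further: 0% = PAD4 with RCA probe and DMSO and 100% = probe without PAD4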
PAFAH1B3 inh – PAFAH1B3 enzyme inhibitors, primary screen, biochemical, fluorescence polarization, human; Platelet-activating factor acetylhydrolase IB subunit alpha1 (Homo sapiens), Q15102; recombinant PAFAH1B3, FP-rhodamine probe; inhibition, % at 3.39 µM; hit rate 0.28% among 340,000; AID 492972, 2010;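 active means inhibition above the screen-wide average of all tested compounds plus 3 SD, cut at about 25% in these data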;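 further: 0% = enzyme with DMSO only and 100% = wells lacking PAFAH1B3 protein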
LYPLA1 inh – LYPLA1 inhibitors, primary screen, counter-screen for PME1 inhibitor project, biochemical, fluorescence polarization, FP-Rh probe ABPP; Acyl-protein thioesterase 1 (Homo sapiens), O75608; inhibition, % at 5.9 µM; recombinant LYPLA1; hit rate 0.16% among 320,000;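 active means inhibition above the mean of all tested compounds plus 3 SD, set per campaign, cut at about 14% in these data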;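 further: inhibitors block serine hydrolase probe labeling of LYPLA1 so polarization falls; 0% = enzyme with DMSO and 100% = wells lacking LYPLA1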
Target sequence (O75608 whole entry, looked up): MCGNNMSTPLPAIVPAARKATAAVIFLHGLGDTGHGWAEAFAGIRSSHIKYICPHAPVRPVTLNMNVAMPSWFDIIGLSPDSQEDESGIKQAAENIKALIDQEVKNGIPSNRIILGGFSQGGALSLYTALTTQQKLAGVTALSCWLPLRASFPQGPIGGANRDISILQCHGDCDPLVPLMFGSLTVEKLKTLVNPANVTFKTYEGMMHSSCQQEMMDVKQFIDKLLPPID
PME-1 inh – PME-1 inhibitors via competitive probe labeling, primary screen, biochemical, fluorescence polarization, FP-Rh probe, HTS | inhibition, % at 5.9 µM | hit rate 0.53% among 320,000 | recombinant PME-1;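 active means inhibition above the campaign mean of all compounds plus 3 SD, cut at about 26% in these data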;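 further: competitive labeling of PME-1 active site by serine hydrolase directed probe; 0% = PME-1 with DMSO and 100% = wells lacking PME-1 enzyme; inhibitors block probe labeling so polarization falls and inhibition rises; many of its hits are not listed in these tables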
Target sequence (Q9Y570 whole entry, looked up): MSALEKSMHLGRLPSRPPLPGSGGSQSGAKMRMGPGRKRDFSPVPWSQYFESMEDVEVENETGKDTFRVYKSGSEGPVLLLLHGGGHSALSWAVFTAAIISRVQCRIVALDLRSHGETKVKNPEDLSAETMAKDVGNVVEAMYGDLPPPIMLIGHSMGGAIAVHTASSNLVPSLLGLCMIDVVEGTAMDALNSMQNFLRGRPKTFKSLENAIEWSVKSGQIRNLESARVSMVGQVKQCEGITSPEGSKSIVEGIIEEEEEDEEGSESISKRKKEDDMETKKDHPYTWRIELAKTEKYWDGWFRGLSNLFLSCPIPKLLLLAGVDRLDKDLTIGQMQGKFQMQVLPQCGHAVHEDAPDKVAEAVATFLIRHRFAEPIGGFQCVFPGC
LYPLA2 counter – LYPLA2 inhibitors, primary screen, counter-screen for PME1 inhibitor project, biochemical, fluorescence polarization, FP-Rh probe ABPP | Acyl-protein thioesterase 2 (Homo sapiens), O95372 | recombinant LYPLA2 | inhibition, % at 5.9 µM | hit rate 0.38% among 320,000;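 active means inhibition above the screen-wide mean plus 3 SD, limit set per campaign, cut at about 26% in these data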;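 further: 0% = LYPLA2 with DMSO and 100% = wells lacking LYPLA2 enzyme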
Target sequence (O95372 whole entry, looked up): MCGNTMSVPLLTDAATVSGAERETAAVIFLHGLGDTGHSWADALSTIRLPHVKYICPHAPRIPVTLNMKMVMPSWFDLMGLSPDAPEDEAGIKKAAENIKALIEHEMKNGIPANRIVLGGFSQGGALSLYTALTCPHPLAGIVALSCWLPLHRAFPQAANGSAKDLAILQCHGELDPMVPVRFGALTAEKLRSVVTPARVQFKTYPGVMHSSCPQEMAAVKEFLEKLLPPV
* marks the source's active call; other numbers are inactive results; x = no result given. This is a subset; rates above refer to the full screens.

Below each compound: PAFAH1B2 inh	pPAFAH inh	PREPL inh	GSTO1 counter	PAD4 inh	PAFAH1B3 inh	LYPLA1 inh	PME-1 inh	LYPLA2 counter
> CCOc1cccc(OCCCCn2ccnc2)c1
→ 0	2	2	9	5	-2	1	0	1
> O=C(CC1C(=O)NC2CCCCC2N1C(=O)c1ccc(F)cc1)Nc1ccccc1 (centres undefined)
→ 4	2	4	0	5	4	2	1	2
> O=C(NCCS(=O)(=O)N1CCC2(CC1)OCCO2)c1ccc(F)cc1
→ 4	3	2	-3	6	7	-4	-2	5
> CCOc1ccc2oc(C(=O)Nc3ccc(N4CCOCC4)cc3)c(C)c2c1
→ 5	10	19	4	2	3	-1	-2	4
> O=C(CCCNC(=O)c1ccc(Cl)cc1)Nc1ccc(F)c(S(=O)(=O)N2CCOCC2)c1
→ 4	0	30	x	-8	5	-2	3	3
> Nc1ccc2oc(=O)c(-c3ccccc3)cc2c1
→ 7	7	2	-5	-4	2	-1	5	0
> CCOC(=O)CC(NC(=O)c1ccco1)c1ccc(OC)cc1 (centres undefined)
→ 0	1	-5	-1	-2	10	0	10	-3
> CCOCCOC(=O)CCSc1n[nH]c(=O)[nH]c1=O
→ 3	2	3	1	5	1	1	0	4
> C=CCC(NC(=O)c1ccc(C#N)cc1)C(=O)NCCC (centres undefined)
→ 1	2	-2	x	-1	8	-1	6	-2
> Cn1c(CS(=O)Cc2c(Cl)cccc2Cl)nnc1SCc1ccc(Cl)cc1 (centres undefined)
→ 13	5	0	5	3	-1	2	3	6
> Nc1cc(=O)[nH]c(SCC(=O)N2CCc3ccccc3C2)n1
→ -5	4	-16	-1	4	-8	1	-5	-2
> O=C(c1cc2ccccc2oc1=O)N(Cc1ccccc1)C1CCS(=O)(=O)C1 (centres undefined)
→ 5	1	0	0	-2	-9	2	1	1
> Cc1ccc(C)c(C(=O)COC(=O)c2ccc(C)c(S(=O)(=O)N3CCOCC3)c2)c1
→ -1	0	5	x	-12	4	-3	5	-6
> CC(=O)N1CCCc2cc(S(=O)(=O)NC(C(=O)NC(C)c3ccccc3)C(C)C)ccc21 (centres undefined)
→ 2	1	7	11	1	2	0	-2	1
> O=C(N/N=C/C1C(c2ccccc2)C1(Cl)Cl)c1cccc(Cl)c1 (centres undefined)
→ 29*	2	-22	-1	-4	2	-12	-26	-15
> COc1ccc(CCNC(=O)COC(=O)c2cccs2)cc1OC
→ 6	-3	9	6	-1	-3	0	-7	2
> C=CCNC(=O)c1ccncc1
→ 1	-4	14	-3	-2	2	0	-5	-1
> CN(Cc1ccccc1)C(=O)COc1ccc(Br)cc1Cl
→ 6	3	-4	-7	0	4	-1	-4	2
> O=C(CCn1[nH]c(=O)c2ccccc2c1=O)OC1CCCCC1
→ 8	14	-1	-9	-1	17	-1	1	3
> COC/C=C/C1=CC2=CC(=O)C(C)(OC(=O)C3CCCC3)C(=O)C2=CO1 (centres undefined)
→ -5	24	-5	34	0	6	-1	2	-3
> O=C(c1ccc(Br)cc1)N(c1ccccn1)C1CCCCC1
→ 3	-2	6	-3	-3	-8	2	-2	0
> CCOC(=O)c1c(C)[nH]c(C)c1C(=O)COC(=O)c1cc(OC)c(OC)cc1OC
→ 4	-7	-6	2	-6	2	-3	-5	-1
> CN1c2ccccc2-c2nc3ccccc3n2C1c1cccs1 (centres undefined)
→ 15	-1	0	3	-2	2	0	0	3
> Cc1cccc(NC(=O)Nc2cccc(F)c2)n1
→ -2	8	7	1	0	-4	-2	-8	2
> COc1ccccc1C(=O)NC(=S)N1CCCc2ccccc21
→ -1	4	6	1	-3	8	-2	4	-4
> CCOC(=O)Cn1c(=S)[nH]c2c(oc3ccc(Cl)cc32)c1=O
→ 4	2	4	1	-1	7	-6	2	5
> CC1CCCCC1NC(=O)COC(=O)COc1ccccc1Cl (centres undefined)
→ 3	6	8	10	1	10	0	-5	4
> COC(=O)[C@@]12CCCCN1[C@H](c1ccc(SC3CCCCC3)c(OC)c1)[C@@H]1C(=O)N(C)C(=O)[C@@H]12
→ 2	2	6	-3	-1	-4	-3	4	3
> COc1ccc(Cl)cc1NC(=O)C1CC(=O)N(C2CCCCC2)C1 (centres undefined)
→ -3	4	3	2	2	2	-5	4	3
> O=C(CC1S/C(=N/N=C/c2cccnc2)NC1=O)Nc1ccccc1 (centres undefined)
→ -1	4	16	-7	0	5	5	-4	-2
> O=C(N/N=C/c1ccc(O)cc1)Nc1cccc2nsnc12
→ 0	6	19	1	-8	6	-7	18	-14
> COc1cc([C@H]2Oc3c(OC)cc(CCCO[C@@H]4O[C@H](CO)[C@@H](O)[C@H](O)[C@H]4O)cc3[C@@H]2CO)ccc1O
→ 1	-3	12	6	2	2	0	-3	3
> Cc1cc(NC2CCCCC2)nc(-c2ccccc2O)n1
→ 2	-3	10	-1	1	3	1	-1	-2
> CN(C)C(=O)c1cn(-c2ccc(Cl)cc2)c(=O)c2ccccc12
→ 4	-6	8	9	-5	8	-4	-9	-5
> CCC(=O)N1c2ccc(S(=O)(=O)NCCc3ccc(OC)c(OC)c3)cc2CC1C (centres undefined)
→ 3	5	14	-6	-2	6	1	4	3
> COc1ccc(-c2csc(NC(=O)Nc3ccccc3)n2)cc1
→ 7	9	0	2	-1	5	-8	48*	10
> Cc1c(N(C(=O)CNC(=O)c2ccccc2)C2(C(=O)NC3CCCC3)CCCCC2)c(=O)n(-c2ccccc2)n1C
→ 3	2	-2	9	-3	7	3	-1	7
> CCOC(=O)N1CCN(C(=O)/C(=C/c2cccs2)NC(=O)c2ccc(OC)c(OC)c2)CC1
→ -2	-3	19	1	-4	11	-2	-2	-2
> O=C(Nc1ccc(Cl)cc1)Nc1cccc(C(=O)O)c1
→ x	2	2	3	0	x	2	-7	1
> COc1ccccc1CC(=O)OCC(=O)N1CCN(c2ccc(F)cc2)CC1
→ 6	3	-4	x	1	10	x	x	x
> CN1CCN(C(=O)c2cnn3c(C(F)(F)F)cc(-c4cccs4)nc23)CC1
→ 8	2	18	-1	-9	10	-3	4	1
> Nc1nnc(Cc2ccc(Cl)cc2)s1
→ 11	3	-7	-6	3	4	-1	5	-5
> Cc1cc(NC(=O)CSc2nnnn2-c2ccc(F)cc2)no1
→ 2	0	5	13	-3	7	0	4	20
> CC(=O)N1N=C(c2ccco2)CC1c1cccs1 (centres undefined)
→ -5	-3	11	4	-3	7	1	3	6
> Cc1c(C(=O)NCCCN2CCOCC2)sc2nc(-c3ccccc3)cn12
→ x	-1	-8	6	-7	x	-4	-4	-7
> COc1ccc(C(=O)Nc2nnc(Cc3ccccc3)s2)c(OC)c1
→ 3	12	-8	3	3	14	-1	2	1
> C/C(=N\NC(=O)c1cccnc1)c1ccc(-c2ccccc2)cc1
→ x	4	-16	2	1	x	1	6	1
> CNC(=O)C1=NCCCc2cc(OC)c(OC)cc21
→ 3	0	10	-3	-2	9	-3	0	3
> Cc1ccnc(NS(=O)(=O)c2ccc(NC(=O)c3cc(-c4ccccc4)nc4ccccc34)cc2)n1
→ 3	-9	7	-1	1	-4	1	-9	-4
> CN(c1cccc(NC(=O)Cc2ccccc2)c1)S(C)(=O)=O
→ -5	18	21	6	4	4	0	1	0

Next part:
Below each compound: PAFAH1B2 inh	pPAFAH inh	PREPL inh	GSTO1 counter	PAD4 inh	PAFAH1B3 inh	LYPLA1 inh	PME-1 inh	LYPLA2 counter
> Fc1ccc2nc(N3CCCCC3)sc2c1
→ 3	4	-1	3	-4	10	-2	3	2
> O=C(NCC1CCCO1)c1ccc(S(=O)(=O)N2CCCCC2)cc1 (centres undefined)
→ 5	4	-5	5	-4	6	2	-4	2
> CC(=O)C1=C(C)NC(=O)NC1c1ccccc1OCC(=O)NCCc1ccccc1 (centres undefined)
→ 4	1	1	-11	1	-11	-1	0	-4
> CCOC(=O)c1cc2c(ccn2C)n1CC(=O)N(Cc1ccccc1)c1ccccc1
→ 19	4	18	3	2	6	-3	-1	-1
> CCOc1ccc(OCC(=O)Nc2ccc(OC)cc2[N+](=O)[O-])cc1
→ 2	4	2	5	-4	1	6	-12	0
> CC1(C)CN(c2ccc(N3CC(C)(C)C3=O)cc2)C1=O
→ 5	5	2	-1	1	6	1	-3	-5
> O=C(NCc1ccc(Cl)cc1)C1CCN(S(=O)(=O)c2cc([N+](=O)[O-])ccc2Cl)CC1
→ 1	6	21	12	-2	14	-3	11	-2
> OC(C#CCN1CCCC1)(c1ccccc1)c1cccnc1 (centres undefined)
→ x	4	15	8	-2	x	0	2	3
> Cc1cc(F)ccc1N1CCC(N2CCN(C(C)C)C(CCO)C2)CC1 (centres undefined)
→ -4	-2	-1	3	3	4	-2	2	-9
> N[C@@H](C(=O)N[C@@H]1C(=O)N2C(C(=O)O)=C(Cl)CS[C@H]12)c1ccccc1
→ -3	1	-5	2	2	2	-2	-1	2
> c1cnc2ccc3ncccc3c2c1
→ 7	-4	11	-7	-8	8	4	-1	-2
> CC(=O)c1cccc(NC(=S)NC(=O)CC(C)C)c1
→ 1	2	2	-1	0	8	-1	0	4
> CC(=O)c1ccccc1OCC(O)CNC1CCCC1 (centres undefined)
→ 4	0	6	-3	0	1	-3	4	-6
> Cc1ccc(-n2c(O)c(C=Nc3cc(C)on3)c3ccccc3c2=O)c(C)c1
→ 3	2	11	3	-3	-3	1	0	2
> O=C(O)c1ccc(N2CCCCC2)cc1O
→ 5	6	5	1	-1	5	2	0	1
> O=C(CSCc1ccccc1)N/N=C/c1ccccc1OCc1ccccc1
→ 0	8	4	2	2	5	-10	-14	-9
> Cc1cc(C)nc(SCC(=O)N/N=C/c2cccc([N+](=O)[O-])c2)n1
→ 1	1	18	9	-5	2	4	1	8
> Cc1cc(SCC(=O)c2cccs2)n2nc(C)c(-c3ccc(Cl)cc3)c2n1
→ -3	3	1	2	-4	2	-2	-3	0
> COc1ccc(C)cc1NC(=O)CCc1ccc(S(=O)(=O)N2CCOCC2)cc1
→ -6	4	2	x	-8	6	3	2	6
> CCSc1nnc(-c2cccnc2)n1-c1ccc(Cl)c(C)c1
→ 3	0	-6	6	-6	8	1	8	-3
> C[C@@]12CC(=O)NC1N(C(=O)c1cccc(C(F)(F)F)c1)C(c1ccccc1O)C2 (some centres undefined)
→ 13	0	3	2	-3	-4	-3	1	-2
> Cc1ccc(S(=O)(=O)NCc2n[nH]c(=S)n2C)cc1
→ 5	2	-2	2	-3	0	1	2	0
> Cc1cc(Br)ccc1SCC(=O)N1CCN(S(=O)(=O)c2ccccc2)CC1
→ 15	4	28	-3	0	6	-2	-6	-6
> CN(CC(=O)NCc1ccc(F)cc1)CC(=O)Nc1ccc(Cl)c(C(F)(F)F)c1
→ 6	12	-8	1	0	-2	-5	1	-6
> COCC(C)N=C1NN=C(c2ccc(NC(C)=O)cc2)CS1 (centres undefined)
→ -1	3	4	6	-1	6	-1	4	4
> COc1ccc(-c2cc(C(F)(F)F)nc(NCc3cccs3)n2)cc1
→ -3	2	0	3	-3	4	-5	-14	-7
